Source: PubChem
FLuc act counter = affects firefly luciferase, flagging false hits in luciferase stimulation screens | activation factor at 10 µM | ATPlite luciferase biochemical, luminescence, 10 min; 0 = ATP-free wells, 1 = DMSO control | 200,000 tested, under 10 active | AID 1027;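 active = luciferase activation factor, scaled between plate controls, of at least 2 with compound at 10 µM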
Target sequence (P08659 whole entry, looked up): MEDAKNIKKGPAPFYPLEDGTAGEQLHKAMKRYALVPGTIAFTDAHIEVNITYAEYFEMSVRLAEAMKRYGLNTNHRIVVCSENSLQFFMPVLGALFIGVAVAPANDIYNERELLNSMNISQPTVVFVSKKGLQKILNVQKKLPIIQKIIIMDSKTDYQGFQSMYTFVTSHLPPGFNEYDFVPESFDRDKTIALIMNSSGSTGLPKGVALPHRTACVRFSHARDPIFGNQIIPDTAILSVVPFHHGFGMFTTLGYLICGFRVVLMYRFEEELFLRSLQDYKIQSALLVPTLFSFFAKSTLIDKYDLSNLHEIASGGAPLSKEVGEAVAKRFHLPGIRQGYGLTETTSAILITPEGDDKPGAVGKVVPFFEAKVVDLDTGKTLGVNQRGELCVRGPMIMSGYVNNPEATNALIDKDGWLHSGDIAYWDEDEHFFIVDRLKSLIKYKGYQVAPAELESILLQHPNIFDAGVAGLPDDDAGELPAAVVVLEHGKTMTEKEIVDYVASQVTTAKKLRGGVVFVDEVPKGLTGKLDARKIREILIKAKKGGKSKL
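System: Luciferase/luciferin detection reagent, cell-free biochemical luciferase assay | Medium: PBS buffer for ATP | Dosing: Test compounds dosed from 2 mM stocks in 100% DMSO | Timing: 10 min at ambient temperature | Signal: Luminescence measurement of luciferase light output | Evaluation: Luciferase activation, seen as luminescence increase over controls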
FLuc inh counter = Photinus pyralis luciferase inhibition counter-screen; ATPLite firefly luciferase biochemical luminescence, 10 min; inhibition, % at 10 µM; hit rate 1.5% among 200,000; AID 1006;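 active = inhibition above about 50% when tested at 10 µM, limit read from the data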
STAT3 act = activators of IL-6 induced STAT3 signaling; U3A cells, IL-6 STAT3-luciferase reporter, luminescence; 100% = signal with IL-6 EC80 alone; activation (% of control), % at 5.6 µM; hit rate 0.91% among 190,000; AID 871;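 active = activation above the screen-wide mean of compound activation plus 3 SD, cut at about 130% in these data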;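 note: 0% = background luminescence of wells with medium and substrate only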
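system = STAT3-luciferase reporter U3A cells | reagent = IL-6 stimulus at 33 ng/mL final | timing = 1 h compound pre-exposure, 6 h IL-6 stimulation, 37 °C | measured by = luminescence | evaluation = % activation versus median of IL-6-stimulated wells | control set = IL-6-only wells as 100% reference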
STAT1 blocker = inhibitors of IFN-gamma induced STAT1 signaling; hit rate 0.35% among 200,000; NIH 3T3 STAT1-luciferase reporter, luminescence; inhibition, % at 5.5 µM;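 active = inhibition above a set limit, the mean inhibition across all tested compounds plus 3 SD, cut at about 34% in these data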;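 note: 0% = IFN-gamma with DMSO and 100% = IFN-gamma with 300 µM nifuroxazide; values of inactives mirror those of a sister screen read the other way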
STAT3 blocker = reduces IL-6 driven STAT3 reporter signal; inhibition, % at 5.5 µM; U3A cells, IL-6 STAT3-luciferase reporter, luminescence; host cell line lacks STAT1; hit rate 0.89% among 190,000; AID 862;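 active = inhibition above the mean inhibition across all screened compounds plus 3 SD, cut at about 44% in these data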;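 note: 0% = DMSO only wells and 100% = 100 µM nifuroxazide control wells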
STAT1 activator = STAT1 signaling activation; NIH 3T3 STAT1-luciferase reporter, IFN-gamma, luminescence; 100% = IFN-gamma alone, no compound; hit rate 2.6% among 200,000; activation (% of control), % at 5.5 µM;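 active = activation above the screen-wide mean activation plus 3 SD, cut at about 130% in these data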;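 note: raw ratio to IFN-gamma control signal so 100% means no change and 0% no light; values of inactives mirror those of a sister screen read the other way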
NF-kB neuron act = NF-kB expression increase, human neuronal cells; hit rate 1.6% among 190,000; AID 1239; NF-kB reporter expression; hits give high values; fold change at 12.5 µM; in the data active = fold change above about 3.3
APP transl inh = APP translation inhibition | AID 1285 | hit rate 0.82% among 190,000 | inhibition, % at 2 µM | SH-SY5Y APP 5'UTR-luciferase reporter, luminescence;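 active = inhibition above a set limit, derived from the sample mean plus 3 SD, cut at about 45% in these data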; note: values of inactives mirror those of a sister screen read the other way
ROMK primary = modulates human ROMK potassium channel activity. P48048. Tet-inducible ROMK, thallium flux fluorescence; actives lie on both sides. B-score at 10 µM. hit rate 2% among 130,000;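 active = signal ratio slope over the read window, or its plate-corrected B-score, at least 3 SD from the plate mean, either direction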;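 note: B-score of the F/F0 ratio slope over 7 to 12 s after thallium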
Target sequence (P48048 whole entry, looked up): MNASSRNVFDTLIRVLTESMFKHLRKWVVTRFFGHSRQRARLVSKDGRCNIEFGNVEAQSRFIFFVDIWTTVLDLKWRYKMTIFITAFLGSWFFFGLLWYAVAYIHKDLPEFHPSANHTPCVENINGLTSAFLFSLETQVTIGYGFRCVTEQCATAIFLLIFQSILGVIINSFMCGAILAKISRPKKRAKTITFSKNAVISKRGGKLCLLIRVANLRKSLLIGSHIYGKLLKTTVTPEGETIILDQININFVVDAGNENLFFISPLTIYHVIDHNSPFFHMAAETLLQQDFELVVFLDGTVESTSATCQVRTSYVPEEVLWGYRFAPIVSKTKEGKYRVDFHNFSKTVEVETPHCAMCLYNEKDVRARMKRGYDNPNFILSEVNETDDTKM
APP 5'UTR act = APP 5'UTR luciferase reporter activation | hit rate 1% among 190,000 | activation, % at 2 µM | SH-SY5Y APP 5'UTR luciferase reporter, luminescence; zero percent = DMSO vehicle wells | AID 1276;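 active = activation above a set limit, based on mean plus 3 SD of controls, cut at about 140% in these data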; note: values of inactives mirror those of a sister screen read the other way
Active calls of the source: *; x = not tested or not shown.

SMILES	FLuc act counter	FLuc inh counter	STAT3 act	STAT1 blocker	STAT3 blocker	STAT1 activator	NF-kB neuron act	APP transl inh	ROMK primary	APP 5'UTR act
O=C(CN(Cc1ccccc1Cl)C(=O)Cn1nnc(-c2cccs2)n1)NCC1CCCO1 (stereo unspecified)	1.1	-8	108	-2	-5	100	1.1	-10	-0.49	10
CSc1cccc(NS(=O)(=O)c2ccccc2)c1	1	-2	107	0	-3	100	1.2	-1	x	1
CN(C(=O)c1ccc2c(c1)OCO2)C1(C(=O)NC2CCCC2)CCCCC1	1.1	-5	97	-2	10	102	1.2	-5	x	5
Cc1cc(=O)[nH]c(SC/C=C/c2ccccc2)n1	1	-1	92	-4	14	104	1.2	-2	1	2
CCc1cc(C(=O)O)c(NC(=O)/C=C/c2ccc(OC)c(OC)c2)s1	1	-1	95	-14	10	110	1	6	0.72	-6
CN(C)C(=O)c1ccc2c(c1)C1C3CCC(C3)C1C(c1ccccc1)N2 (stereo unspecified)	1	-4	91	3	10	98	1	1	1.2	-1
Cc1ccc(S(=O)(=O)N2CCN(CC(=O)N/N=C/c3ccco3)CC2)cc1	1.1	-6	94	4	11	97	0.93	6	-0.26	-5
O=C(CSCc1ccccc1)NCCCN1CCOCC1	1.1	-9	112	-5	-1	104	1.1	-10	1.1	10
O=C(O)Cc1ccc(O)c(F)c1	1	-3	89	-1	15	101	1.5	4	x	-4
COc1ccccc1NC(=O)c1sc2ncn(Cc3ccccc3C)c(=O)c2c1C	1.1	-6	86	3	23	97	1.2	5	x	-5
O=C(/C=C/c1cccc(Cl)c1)NCCc1ccccc1	0.9	5	103	-2	-4	102	1.2	-17	-0.059	17
COc1ccc(N2CC(C(=O)Nc3nnc(SCc4ccccn4)s3)CC2=O)cc1 (stereo unspecified)	1	-3	91	-1	14	101	1.4	-1	x	1
Cc1c(C(=O)OC(C)C)sc(N)c1C(=O)OC(C)C	0.9	7	93	-15	12	113	1.9	-37	-0.42	37
O=S(=O)(Nc1nc2ccccc2nc1Nc1ccc2c(c1)OCCO2)c1cccs1	1	-1	90	1	17	97	0.75	7	x	-7
Cc1cc(C)nc(N2CCC(C(=O)NCc3cccs3)CC2)n1	1.1	-7	96	5	10	95	1	5	x	-5
O=C1CN(c2nnnn2-c2ccccc2)CCN1	1	-4	101	3	-1	94	1.1	x	0	x
COc1ccc(OC)c(NC(=O)CSc2nnnn2-c2ccccc2F)c1	1	-4	116	-3	-20	103	1.1	-15	x	15
CCN=C1S/C(=C\c2ccc(Sc3ccc(Cl)cc3)o2)C(=O)N1CC	1.1	-8	108	2	1	98	1.5	-4	x	4
C/C(=N/OC(=O)c1cccc(Cl)c1)c1nccs1	0.5	55*	115	-3	-6	103	1.1	15	x	-15
Cc1cccn2cc(CNC(=O)CC3CCCC3)nc12	1	-4	99	3	7	98	1.2	-10	x	10
CCOc1ccc(NS(=O)(=O)c2ccc3c(c2)oc(=O)n3C)cc1	1	-4	108	-12	-5	111	0.79	-12	-0.048	12
C=CCOc1ccc(CNc2nn[nH]n2)cc1	1.1	-8	101	-4	2	104	1.3	-16	-0.55	16
CCN(CC)CCNC(=O)CCCNC(=O)Cn1cnc2sc(C)c(C)c2c1=O	1	-3	94	8	9	92	1.1	-14	0.065	14
COc1cc(/C=N/n2cnnc2)ccc1OCc1ccccc1	1	2	96	3	9	97	1.1	-20	x	19
Cn1nnc2ccccc2c1=O	1	-5	98	-7	6	106	1.5	-15	0.049	15
CCC(C)[C@H](NC(=O)NCc1cccs1)C(=O)OC (stereo partly specified)	1.1	-7	106	2	0	98	1	6	x	-6
O=C(O)CCC(=O)N1c2ccccc2NC2=C(C(=O)CC(c3ccc(F)cc3)C2)C1c1ccc([N+](=O)[O-])o1 (stereo unspecified)	1	-2	99	-4	5	102	1.2	-32	0.16	32
CCOC(=O)C1=C(C)N(CC)C(=S)NC1c1ccc(Cl)cc1 (stereo unspecified)	1	-3	78	10	29	91	0.77	9	x	-9
Cc1noc(NS(=O)(=O)c2ccc(N/C=C/C(=O)c3ccccc3)cc2)c1C	1	-3	106	-14	-6	113	1.2	-3	0.0062	3
O=C(Nc1ccc(S(=O)(=O)N2CCCC2)cc1)c1ccc(CN2CCOCC2)cc1	1.1	-5	50	5	65*	95	0.32	6	-1.2	-6
Cc1ccc(NC(=O)CCCc2nc3ccccc3s2)c(O)c1	1	0	129	5	-24	94	0.94	-5	0.66	5
CCn1c(SCC(=O)NNC(=O)Cc2ccccc2)nnc1-c1ccccc1	1.1	-5	103	-5	-3	105	0.96	-11	x	11
CC(C)CCN(C(=S)NC(=O)C1CCCCC1)c1c(N)n(Cc2ccccc2)c(=O)[nH]c1=O	1	-2	96	1	10	99	0.82	-4	-2.1	4
CCOC(=O)c1c(/N=C/c2cc(OC)cc([N+](=O)[O-])c2O)sc(C)c1C	1	-5	98	-7	5	106	1.2	-24	x	25
Oc1ccccc1C(=S)N1CCCCC1	1.1	-10	94	0	14	101	0.99	-5	x	5
N#CCCCn1c(=O)oc2ccccc21	1.1	-6	102	-4	2	102	1	3	0.45	-3
CC(C)OC(=O)Cn1nnc(-c2ccccc2)n1	1.1	-6	103	-5	-4	109	1.1	7	0.012	-7
COc1ccc(C(=O)/C=C/c2ccc(OC)c(O)c2)c(F)c1	0.9	10	85	3	17	97	1.5	-13	x	13
COc1ccc2nc3oc(C(=O)Nc4ccc(OC)c(OC)c4)cc3cc2c1	1	-1	81	-5	27	105	1.1	-6	0.24	6
Cc1ccccc1NC(=O)/C=C/c1cccs1	0.8	21	95	-34	10	129*	x	-60	x	60
Cc1cc(C)cc(N(CC(=O)NCc2ccco2)C(=O)c2snc(C(N)=O)c2N)c1	1	-1	100	3	2	97	1.4	-2	x	2
Nc1nc(N)c2ncc(C(=O)CCc3ccccc3)nc2n1	0.9	5	91	-7	16	104	1.2	16	-0.00048	-16
Cc1c(C(=O)OCC(=O)N(CCC#N)c2ccccc2)oc2c1ccc1ccccc12	1	0	85	1	21	99	0.71	6	x	-6
CCN1C(=O)/C(=C/c2cccs2)S/C1=N\S(=O)(=O)c1ccc(C)cc1	1.1	-5	82	5	24	95	1.3	-24	x	25
Cc1nnc(NCCc2ccccc2)[nH]c1=O	1	1	97	-2	9	101	1.2	10	1.6	-10
c1ccc(OCCCN2CCCC2)cc1	1.1	-5	103	-4	-3	103	1.5	-19	-0.33	19
COc1ccc(NC(=O)COC(=O)C(CC(C)C)N2C(=O)C3CC=CCC3C2=O)cc1Cl (stereo unspecified)	1	-4	103	0	-3	100	0.94	x	-0.67	x
CN(C)c1cccc(-c2nnc(SCCCC#N)o2)c1	0.4	56*	93	-23	19	121	3.1	-154	x	154*
CC(=O)Nc1ccc(S(=O)(=O)Nc2nccc(C3Cc4ccccc4C(=O)O3)n2)cc1 (stereo unspecified)	1	-4	107	1	-6	99	1.1	-7	x	7
COc1ccc(Cl)cc1/C=C(\C#N)C(N)=O	1	-1	100	3	1	96	1.1	-24	x	24
CCC(C)NC(=O)C1CCN(S(=O)(=O)c2ccc(OC)cc2)CC1 (stereo unspecified)	1	-1	96	2	9	98	1.2	-2	0.54	2
C=CCn1c(SCC(=O)NCc2ccco2)nc2ccccc2c1=O	1	-5	95	5	11	95	0.9	-13	-0.031	13
COc1ccccc1N(CC(O)COc1ccc(C)cc1)S(=O)(=O)c1ccccc1 (stereo unspecified)	1.1	-7	109	-7	-17	106	0.71	-8	x	7
CCCn1c(SCC(=O)Nc2nc3c(s2)CCCC3)nc2c1c(=O)n(C)c(=O)n2C	1	0	96	6	7	94	0.5	-2	-0.61	3
CC(=O)Nc1cc(C)nn1-c1nc(C)cc(C)n1	1.1	-8	102	-3	-1	102	0.93	19	-0.029	-19
CC(NCC(=O)Nc1cc(S(=O)(=O)N2CCCCCC2)ccc1Cl)c1ccccc1 (stereo unspecified)	1	-4	113	4	-7	95	0.9	-1	0.29	1
CC1(C)CC(=O)C(C=Nc2ccc(O)cc2)=C(O)C1	1	3	107	-20	-5	119	2.7	-13	0.17	13
CCOC(=O)c1sc2nc(CSc3ccccc3)nc(N3CCC(C(N)=O)CC3)c2c1C	1	-2	89	-5	22	103	0.39	-10	0.67	10
CN(Cc1ccccc1)S(=O)(=O)c1ccc(C(=O)Nc2nnc(C3CC3)o2)cc1	1.1	-7	94	2	11	98	0.61	-9	x	9
O=C(N1CCOCC1)C(F)(F)C(=O)N1CCOCC1	1.1	-6	102	6	2	94	1.1	-13	0.8	13

Molecules listed so far containing an NH in an aromatic ring, in the order listed:
SMILES	FLuc act counter	FLuc inh counter	STAT3 act	STAT1 blocker	STAT3 blocker	STAT1 activator	NF-kB neuron act	APP transl inh	ROMK primary	APP 5'UTR act
Cc1cc(=O)[nH]c(SC/C=C/c2ccccc2)n1	1	-1	92	-4	14	104	1.2	-2	1	2
C=CCOc1ccc(CNc2nn[nH]n2)cc1	1.1	-8	101	-4	2	104	1.3	-16	-0.55	16
CC(C)CCN(C(=S)NC(=O)C1CCCCC1)c1c(N)n(Cc2ccccc2)c(=O)[nH]c1=O	1	-2	96	1	10	99	0.82	-4	-2.1	4
Cc1nnc(NCCc2ccccc2)[nH]c1=O	1	1	97	-2	9	101	1.2	10	1.6	-10

Going on with the list:
SMILES	FLuc act counter	FLuc inh counter	STAT3 act	STAT1 blocker	STAT3 blocker	STAT1 activator	NF-kB neuron act	APP transl inh	ROMK primary	APP 5'UTR act
O=C(CC1NCCNC1=O)Nc1cccc([N+](=O)[O-])c1 (stereo unspecified)	1	-4	101	-4	6	102	1.3	17	-0.9	-17
CCC(CC)C(=O)Nc1cccc(C(=O)Nc2ccc3c(c2)OCO3)c1	1	-3	99	-11	7	110	2.4	-11	x	11
Cc1cccc(C(=O)NC(NCCc2ccccc2)C(Cl)(Cl)Cl)c1 (stereo unspecified)	1	2	93	12	14	89	0.78	-1	0.039	1
Cc1cc(N)n(-c2nc3ccccc3s2)n1	0.2	75*	102	-23	6	122	4.5*	-113	0.13	113
COc1ccc(NC(=O)CC23CC4CC(C2)CC(n2nnc(C)n2)(C4)C3)cc1	1.1	-6	104	4	8	95	1.2	9	0.022	-9
COc1ccc(-c2nnc(SCC(=O)NC(C)C)n2CC2CCCO2)cc1OC (stereo unspecified)	1	-2	100	8	7	94	1.4	12	x	-12
CC(CO)N1CCS(=O)(=O)CC1 (stereo unspecified)	1.1	-8	104	-3	-3	103	1.1	-6	x	6
COc1cccc(NC(=O)C2CC2(c2cccc(OC)c2)c2cccc(OC)c2)c1 (stereo unspecified)	1	-3	106	4	-7	97	0.86	6	-0.14	-7
COCCn1c(C)cc(C(=O)CSc2nc(C)c(C)c(C)n2)c1C	1	-2	100	9	2	90	1	-5	x	5
Cn1cnc2c(NCc3ccco3)ncnc21	1.1	-10	107	4	-7	95	1.1	11	-0.4	-11
O=C(NC1CCCCC1)Oc1cccc2ccccc12	1	-3	101	-4	1	102	1.7	-22	x	22
CCN(CC)c1ccc2cc(-c3nnc(-c4ccccc4)o3)c(=O)oc2c1	1	5	112	-60	-13	155*	1.3	-19	x	19
